tim23-1 inh – growth inhibitors of tim23-1 mutant yeast. S. cerevisiae tim23-1 growth, BacTiter-Glo luminescence, 24 h. inhibition, % at 20 µM. actives 1.3% (n = 330,000);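 active means growth inhibition of the mutant yeast at or above 50%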;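 further: temperature-sensitive mutant grown at 25 °C; plate controls were DMSO-treated mutant yeast for no effect and medium wells lacking yeast for full effect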
APJ antag – APJ receptor antagonism | CHO-K1 APJ beta-arrestin complementation, luminescence | inhibition, % at 20 µM | actives 0.32% (n = 330,000) | AID 2521;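 active means inhibition above about 40% at 20 µM, limit read from the data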;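 further: cells challenged with 10 nM apelin-13 agonist together with compound; plate controls were apelin-13 plus DMSO wells for no effect and DMSO wells lacking apelin-13 for full effect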
Mdm2 MdmX PPI – human Mdm2/MdmX binding inhibition | O15151+Q00987 | SaOS-2 split-luciferase Mdm2/MdmX complementation, luminescence | actives 3% (n = 330,000) | AID 485346 | inhibition, % at 8 µM;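 active means inhibition of at least 50% at 8 µM in the primary screen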
EBI2 antag – antagonists of human EBI2 receptor; P32249; EBI2 beta-arrestin recruitment, luminescence, 7a,25-OHC stimulated; inhibition, % at 5 µM; actives 0.81% (n = 360,000); AID 651636; in the data active means inhibition above about 38%;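 further: enzyme fragment complementation signal reports receptor beta-arrestin coupling in cells; 0% = agonist plus DMSO wells and 100% = wells without agonist; some results beyond the cut were filed as inactive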
Target sequence (P32249 whole entry, looked up, the tested form may be a part): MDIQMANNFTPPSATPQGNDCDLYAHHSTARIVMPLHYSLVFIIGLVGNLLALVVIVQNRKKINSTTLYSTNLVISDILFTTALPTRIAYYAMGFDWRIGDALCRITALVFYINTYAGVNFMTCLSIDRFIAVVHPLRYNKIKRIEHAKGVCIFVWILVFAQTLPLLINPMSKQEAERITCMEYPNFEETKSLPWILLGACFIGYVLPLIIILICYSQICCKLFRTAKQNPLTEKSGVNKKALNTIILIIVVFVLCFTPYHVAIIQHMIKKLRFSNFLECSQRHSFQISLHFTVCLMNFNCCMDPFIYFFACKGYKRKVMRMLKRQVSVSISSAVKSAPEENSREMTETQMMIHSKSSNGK
UPR XBP1 act – activators of adaptive arm of unfolded protein response (XBP1); AID 463104; activation, % at 20 µM; CHO-XBP1 luciferase reporter, IRE1-XBP1 UPR activation, luminescence; percent of tunicamycin response, DMSO as zero; actives 0.33% (n = 330,000);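 active means versus positive control, 20 µM dose yields 30% or more activation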;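 further: 100% = tunicamycin at 10 µg/mL and 0% = DMSO only wells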
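Material: CHO-XBP1 cells stably carrying IRE1-XBP1-driven luciferase reporter | Medium: F12 with 10% serum | Compound dosing: 20 µM single concentration, DMSO 1% | Incubation: Overnight seeding at 37 °C, 6 h compound treatment at 37 °C | Detection: Steady-Glo luminescence read | Read-out basis: % activation of reporter signal versus tunicamycin and DMSO controls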
CCR6 antag – CCR6 (human) receptor antagonism | P51684 | CHO-K1 CCR6 PathHunter beta-arrestin, luminescence, CCL20-stimulated | inhibition, % at 20 µM | actives 0.49% (n = 340,000) | AID 493098;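 active means compounds whose inhibition of the agonist-driven luminescence signal at 20 µM reaches about 50%, limit read from the data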;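 further: cells stimulated with CCL20 at 14 nM final; plate controls were DMSO with CCL20 for no effect and DMSO without agonist for full effect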
Target sequence (P51684 whole entry, looked up): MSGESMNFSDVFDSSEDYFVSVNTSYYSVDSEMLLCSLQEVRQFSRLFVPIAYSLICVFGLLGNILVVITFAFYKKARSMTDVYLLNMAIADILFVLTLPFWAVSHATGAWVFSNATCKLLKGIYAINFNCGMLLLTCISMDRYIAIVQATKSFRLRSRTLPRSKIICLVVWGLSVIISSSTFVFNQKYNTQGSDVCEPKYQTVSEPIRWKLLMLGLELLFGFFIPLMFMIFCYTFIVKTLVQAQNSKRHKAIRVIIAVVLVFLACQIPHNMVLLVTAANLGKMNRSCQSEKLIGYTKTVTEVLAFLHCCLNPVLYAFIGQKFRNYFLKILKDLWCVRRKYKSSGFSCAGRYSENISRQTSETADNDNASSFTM
CXCR6 inh – blocks human CXCR6 beta-arrestin recruitment; O00574; CHO-K1 PathHunter CXCR6 beta-arrestin, luminescence; inhibition, % at 20 µM; actives 0.36% (n = 360,000); in the data active means inhibition above about 34%, passing the limit was not always enough;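 further: antagonist mode with CXCL16 agonist at 10 nM final; 0% = 10 nM CXCL16 with DMSO and 100% = unstimulated wells without agonist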
Target sequence (O00574 whole entry, looked up): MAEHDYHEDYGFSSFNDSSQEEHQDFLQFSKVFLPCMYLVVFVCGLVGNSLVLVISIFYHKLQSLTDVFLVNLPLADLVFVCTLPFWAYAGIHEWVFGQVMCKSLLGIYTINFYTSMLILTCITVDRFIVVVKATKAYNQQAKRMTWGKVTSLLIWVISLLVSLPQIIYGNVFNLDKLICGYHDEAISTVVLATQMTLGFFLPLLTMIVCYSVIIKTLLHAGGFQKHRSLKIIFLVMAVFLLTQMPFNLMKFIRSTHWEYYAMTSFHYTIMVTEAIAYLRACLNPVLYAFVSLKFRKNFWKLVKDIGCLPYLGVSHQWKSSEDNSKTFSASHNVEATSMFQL
APJ agonist – APJ receptor agonism; CHO-K1 APJ PathHunter beta-arrestin, luminescence; 0% DMSO wells, 100% apelin; activation, % at 20 µM; actives 0.11% (n = 330,000); AID 2520;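 active means activation more than six SD over the plate average, tested at 20 µM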;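 further: 0% = DMSO alone and 100% = apelin-13 at 10 nM; some results filed as inactive read as strong as hits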
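Test system: CHO-K1 APJ beta-arrestin complementation cell line | Compound: Single test compound dose, 20 µM final, 1% DMSO | Incubation: Compound 90 min 25 °C, reagent 1 h | Measured by: beta-gal luminescence | Read-out basis: APJ–arrestin association signal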
CHOP UPR activ – activators of apoptotic arm of unfolded protein response (CHOP); CHO-CHOP luciferase reporter, UPR activation, luminescence; percent of tunicamycin response over DMSO baseline; activation, % at 10 µM; actives 0.34% (n = 330,000);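 active means at 10 µM dose, activation of 40% or more, normalized to positive control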;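 further: 100% = tunicamycin at 10 µg/mL and 0% = DMSO alone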
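System: CHO CHOP reporter cells. Amount: 500 cells per well. Buffer or medium: F12 medium, 10% FBS. Compound dosing: one dose, 10 µM in 0.5% DMSO. Incubation: 6 h compound exposure at 37 °C after overnight seeding. Technique: Steady-Glo luciferase luminescence. Benchmarks: tunicamycin and DMSO controls.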
Starred values were filed as active, the others as inactive.

The line under a structure holds: EBI2 antag	APJ antag	CHOP UPR activ	CXCR6 inh	tim23-1 inh	Mdm2 MdmX PPI	UPR XBP1 act	APJ agonist	CCR6 antag
> Cc1cccc(NC(=O)c2sc3nc4c(c(-c5ccco5)c3c2N)CCC4)c1
→ 25	3	0.6	3	12	18	0	-1	15
> CCOC(=O)c1c(CN(C)C)oc2cc(CN(C)C)c(O)c(CSc3ccccc3)c12
→ 5	4	-2.4	-5	13	13	-1	-1	17
> Cc1cc(C(=O)NC2CCCc3c2cnn3-c2cccc(C)c2C)c(C)o1 (stereo unspecified)
→ 12	-10	0.1	-7	13	68*	-7	-3	12
> CC(=O)Nc1ccc(NC(C)=C(C#N)C#N)cc1
→ -1	3	1.6	5	-2	3	-2	-1	14
> CC(C)[C@H](NC(=O)OCc1ccccc1)C(=O)OCC(=O)c1ccccc1
→ 6	7	6.0	3	23	-7	4	-4	11
> O=C(Cc1c(Cl)cccc1Cl)N/N=C/c1cccnc1
→ 3	8	-0.2	11	9	16	-1	-5	-3
> CC(=O)c1sc(NC(=O)c2ccccc2)nc1-c1ccccc1
→ -4	4	3.8	1	24	-168	1	-3	14
> CCn1c(CNC(=O)c2ccco2)nnc1SCC(=O)Nc1ccc(Br)cc1F
→ 3	-15	1.6	4	20	4	1	-1	-13
> COc1cc(NC(=O)CSCC(=O)N(C)C2CCCCC2)cc(OC)c1
→ -1	12	0.3	1	20	-18	-1	-2	8
> CC(=O)Nc1ccc(C(=O)N/N=C/c2ccccc2OC(=O)c2ccc(Cl)cc2)cc1
→ 5	12	-0.5	1	24	23	3	-2	-10

2 records drawn at random from the list so far:
The line under a structure holds: EBI2 antag	APJ antag	CHOP UPR activ	CXCR6 inh	tim23-1 inh	Mdm2 MdmX PPI	UPR XBP1 act	APJ agonist	CCR6 antag
> CC(C)[C@H](NC(=O)OCc1ccccc1)C(=O)OCC(=O)c1ccccc1
→ 6	7	6.0	3	23	-7	4	-4	11
> CCn1c(CNC(=O)c2ccco2)nnc1SCC(=O)Nc1ccc(Br)cc1F
→ 3	-15	1.6	4	20	4	1	-1	-13

Carrying on.
The line under a structure holds: EBI2 antag	APJ antag	CHOP UPR activ	CXCR6 inh	tim23-1 inh	Mdm2 MdmX PPI	UPR XBP1 act	APJ agonist	CCR6 antag
> COC(=O)c1ccc(C2N=C(c3cccs3)CC(c3ccccc3O)N2)cc1 (stereo unspecified)
→ -6	1	3.7	5	14	38	-1	-1	-2
> CSCC(C)N1CCC(CCC(=O)NC2CC2)CC1 (stereo unspecified)
→ 0	18	-0.9	0	10	13	-3	-1	8
> COc1ccc(S(=O)(=O)N2CCOCC2)cc1NC(=O)COc1ncnc2ccccc12
→ -9	-10	0.4	1	15	-5	-1	3	1
> Cc1cc(Cl)ccc1OCC(=O)NCCC(=O)O
→ -3	11	-2.6	-8	-8	-1	-4	1	-4
> Cc1nc2sc3c(c2c(=O)o1)CC(C)(C)OC3
→ -2	-7	1.4	1	-3	-5	-2	2	16
> Cc1nn(C)cc1-c1cc(C(=O)O)c2ccccc2n1
→ -1	-11	0.8	1	9	4	-3	-2	-10
> COc1ccc(CCNS(=O)(=O)c2cccc(C(=O)O)c2)cc1OC
→ -8	3	0.8	4	13	7	-3	4	-4
> O=C(CN1CCN(Cc2ccc3c(c2)OCO3)CC1)c1c[nH]c2ccccc12
→ 0	11	0.6	-4	20	16	-1	2	-3
> CC(C)CCN(C)C1CCN(S(=O)(=O)c2ccc(F)cc2)CC1
→ 1	8	-1.4	-2	-25	12	-2	-3	4
> COc1ccc(-c2[nH]nc3c2C(c2ccsc2)C(C#N)=C(N)O3)cc1 (stereo unspecified)
→ -7	3	-0.2	5	-6	3	-1	-4	-9
> CC(C)CCCN1C(Nc2ccccc2)=NC[C@@H]1Cc1ccccc1
→ 5	5	0.3	-4	7	16	-3	-7	21
> Cc1ccc([N+](=O)[O-])cc1NC(=O)c1ccc2c(c1)OCO2
→ -16	-4	0.7	-4	-2	-10	-1	-3	-2
> O=C(Nc1cccc2ccccc12)NC1CCCCC1O (stereo unspecified)
→ -9	-35	-2.1	-4	-4	4	-4	-3	8
> Cc1ccc(C(=O)N2CC(C)SC2=Nc2cccc(S(=O)(=O)N(C)C)c2)cc1 (stereo unspecified)
→ 10	3	2.8	12	26	20	-1	-2	-5
> COc1ccc(NC(=O)c2noc(C(C)C)c2[N+](=O)[O-])cc1
→ -5	3	1.8	-5	21	-1	-1	0	-14
> COCCn1c(C)cc(/C=C2/NC(=O)N(c3cccc(Cl)c3)C2=O)c1C
→ 10	9	2.7	2	-4	13	2	-3	-2
> COc1cc(S(=O)(=O)Nc2cccc(C)c2)ccc1NC(=O)c1ccncc1
→ -11	3	0.9	2	-3	8	-5	-2	3
> Cc1ccc(-c2c(C(=O)NNC(=S)NCC3CCCO3)csc2C)cc1 (stereo unspecified)
→ -14	13	-1.6	10	5	0	-4	-5	16
> CC(NC(=O)c1ccc2nc[nH]c2c1)c1ccccc1 (stereo unspecified)
→ -1	5	0.9	-6	7	10	0	-3	-5
> CCOCCCNC(=O)c1cc(Sc2ccc(C)cc2)nc2ccccc12
→ 14	0	-0.9	0	22	22	-1	-4	14

Arranged by SMILES length (largest number first): 14 of the compounds above.
The line under a structure holds: EBI2 antag	APJ antag	CHOP UPR activ	CXCR6 inh	tim23-1 inh	Mdm2 MdmX PPI	UPR XBP1 act	APJ agonist	CCR6 antag
> Cc1ccc(C(=O)N2CC(C)SC2=Nc2cccc(S(=O)(=O)N(C)C)c2)cc1 (stereo unspecified)
→ 10	3	2.8	12	26	20	-1	-2	-5
> COc1ccc(S(=O)(=O)N2CCOCC2)cc1NC(=O)COc1ncnc2ccccc12
→ -9	-10	0.4	1	15	-5	-1	3	1
> O=C(CN1CCN(Cc2ccc3c(c2)OCO3)CC1)c1c[nH]c2ccccc12
→ 0	11	0.6	-4	20	16	-1	2	-3
> COc1cc(S(=O)(=O)Nc2cccc(C)c2)ccc1NC(=O)c1ccncc1
→ -11	3	0.9	2	-3	8	-5	-2	3
> COC(=O)c1ccc(C2N=C(c3cccs3)CC(c3ccccc3O)N2)cc1 (stereo unspecified)
→ -6	1	3.7	5	14	38	-1	-1	-2
> COc1ccc(NC(=O)c2noc(C(C)C)c2[N+](=O)[O-])cc1
→ -5	3	1.8	-5	21	-1	-1	0	-14
> Cc1ccc(-c2c(C(=O)NNC(=S)NCC3CCCO3)csc2C)cc1 (stereo unspecified)
→ -14	13	-1.6	10	5	0	-4	-5	16
> COc1ccc(CCNS(=O)(=O)c2cccc(C(=O)O)c2)cc1OC
→ -8	3	0.8	4	13	7	-3	4	-4
> CC(C)CCN(C)C1CCN(S(=O)(=O)c2ccc(F)cc2)CC1
→ 1	8	-1.4	-2	-25	12	-2	-3	4
> CCOCCCNC(=O)c1cc(Sc2ccc(C)cc2)nc2ccccc12
→ 14	0	-0.9	0	22	22	-1	-4	14
> Cc1nn(C)cc1-c1cc(C(=O)O)c2ccccc2n1
→ -1	-11	0.8	1	9	4	-3	-2	-10
> Cc1nc2sc3c(c2c(=O)o1)CC(C)(C)OC3
→ -2	-7	1.4	1	-3	-5	-2	2	16
> CSCC(C)N1CCC(CCC(=O)NC2CC2)CC1 (stereo unspecified)
→ 0	18	-0.9	0	10	13	-3	-1	8
> Cc1cc(Cl)ccc1OCC(=O)NCCC(=O)O
→ -3	11	-2.6	-8	-8	-1	-4	1	-4

Other structures
The line under a structure holds: EBI2 antag	APJ antag	CHOP UPR activ	CXCR6 inh	tim23-1 inh	Mdm2 MdmX PPI	UPR XBP1 act	APJ agonist	CCR6 antag
> Cc1cc(-n2nc(C)cc2C)nc(NS(=O)(=O)c2ccccc2Cl)n1
→ 0	3	-0.1	-1	14	20	-1	-2	-18
> O=C(CSc1ncccn1)Nc1ncc(C(F)(F)F)cc1Cl
→ -16	16	-0.2	-7	-4	19	-2	-3	12
> CC1(C)Oc2cc3oc(=O)ccc3cc2C[C@@H]1O
→ -4	13	1.7	10	-2	9	1	-1	10
> Cc1cccc(C2=NN(c3ccc(Br)cc3)[C@@H](C(=O)N3CCOC3=O)[C@@H]2c2ccc(F)cc2)c1
→ 8	15	-0.7	2	17	25	-4	-1	10
> CCOC(=O)C1CCCN(C(=O)Nc2c(-c3ccccc3)noc2C)C1 (stereo unspecified)
→ 1	0	3.0	-2	-12	11	-2	-2	0
> CC(CN1CCCCCC1)C(=O)NN (stereo unspecified)
→ -5	0	-0.4	3	-2	-1	-2	-5	-3
> O=C(NCc1ccccn1)c1c(-c2ccccc2)sc2ccccc12
→ -2	28	-0.7	9	32	31	-1	-5	14
> COc1ccc(NC(=O)C(NC(C)=O)C(=O)NCc2ccc(F)cc2)cc1 (stereo unspecified)
→ -4	7	1.0	0	14	5	-3	-1	-11
> Nn1c(SCC(=O)NC2CCCc3ccccc32)nnc1C1CC1 (stereo unspecified)
→ -8	3	-0.1	5	3	-14	-1	-3	4
> CCCN1CCN(CCNC(=O)Nc2cc(C)ccc2C)CC1
→ -17	17	-1.1	-2	-2	10	-1	-1	-6
> O=c1[nH]ccc2c([N+](=O)[O-])cccc12
→ -5	-2	2.1	-5	12	3	-2	-3	5
> CCOC(=O)c1c(N)sc2c1CCC(C)C2 (stereo unspecified)
→ 1	-5	-1.0	-7	22	-17	-3	-1	-10
> COC(=O)c1ccc(NC(=O)c2ccccc2N(C)S(C)(=O)=O)cc1
→ 4	3	-1.0	-9	11	12	-4	-3	11
> CCCNC(=O)CSCc1nc(-c2ccc(SC)cc2)oc1C
→ -10	1	-4.6	9	8	9	-2	0	11
> O=C(NCc1csc(-c2ccccc2)n1)c1ccco1
→ -8	-11	1.1	0	18	-14	-2	-2	-14
> CN(Cc1ccccc1)C(=S)NC(=O)c1ccccc1
→ -2	19	9.8	8	23	7	1	-3	-2
> CC(C)C[C@H](NC(=O)OC(C)(C)C)C(=O)N1CCC(C(=O)N[C@@H](Cc2ccccc2)C(=O)O)CC1
→ -8	-16	-1.7	4	6	-3	-2	-4	-2
> Cc1c(C)n(CCC#N)c2ccccc12
→ -4	-6	-0.1	-11	-2	22	-2	-2	-7
> O=C1CSC(c2cccs2)N1c1ccccc1 (stereo unspecified)
→ -2	-24	0.6	2	-18	4	2	-2	-5
> COc1ccc(C(=O)NCC2CCCN2S(=O)(=O)c2cccs2)cc1OC (stereo unspecified)
→ -4	15	12	0	-11	11	2	3	0
> CC1CCCN(C2=C(NS(=O)(=O)c3ccc(Cl)cc3)C(=O)c3ccccc3C2=O)C1 (stereo unspecified)
→ 11	-16	-0.3	11	5	4	2	4	11
> O=C(COC(=O)c1cc(S(=O)(=O)N2CCOCC2)c(Cl)cc1Cl)NC1CC1
→ -13	-7	0.3	5	0	8	-1	-4	8

Assay outcomes deposited in PubChem BioAssay by Sanford-Burnham Center for Chemical Genomics.

An excerpt. The share of hits here may be higher or lower than overall.
